Anesthetic bind: binds horse apoferritin like a general anesthetic | P02791 | apoferritin/1-aminoanthracene competitive binding, fluorescence | Potency, µM (highest dose often 77.5 µM), without a hit: top-dose activity change, negative = displacement, actives largely listed as inhibitors | 350,000 tested, 0.074% active | AID 485281; also: potency is read from the fitted curve at half-maximal effect; % is scaled to controls: 0 for no effect and ±100 for the full control effect; nearly all actives have a fitted effect of over 20% in size
Target sequence (P02791 2-175 limits assumed): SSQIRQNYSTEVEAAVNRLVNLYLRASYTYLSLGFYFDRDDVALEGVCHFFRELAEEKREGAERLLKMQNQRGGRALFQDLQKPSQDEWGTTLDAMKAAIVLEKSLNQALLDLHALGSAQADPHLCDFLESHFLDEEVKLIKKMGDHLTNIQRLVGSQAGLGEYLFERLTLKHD
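10 uM apoferritin + 50% sat. 1-AMA, PBS; cpd 10 min RT; Ex380/Em535 endpoint; normalized to free probe vs complex; 4-param Hill fit; propofol titration as pos. ctrl.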
APE1 inh: blocks human APE1 abasic DNA cleavage; Potency, µM (titrated, usually from 65.8 µM), for the others: at the top dose activity change, negative = inhibition, usual class: inhibitors; 350,000 tested, 0.35% active; AID 2517; recombinant APE1, TAMRA/BHQ-2 abasic DNA cleavage fluorescence;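 also: potency is read from the fitted curve at half-maximal effect; plate controls were vehicle for no effect and reference inhibitor for full effect; nearly all actives have a fitted effect of over 55% in size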
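0.75 nM APE1 + cpd, 15 min RT; start w/ 50 nM TAMRA/BHQ-2 THF-abasic dsDNA; kinetic fluor 525/598 nm ×3 reads @60 s; Δ(read3−read1); normalized to DMSO and NSC13755 control wells.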
Tb PGK inh: inhibitors of T. brucei phosphoglycerate kinase. P07378. PGK/GAPDH coupled, Kinase-Glo luminescence, 60 min. Potency, µM (doses to about 57.5 µM), for inactives: at the top dose activity change, negative = inhibition, most hits filed as inhibitors. 380,000 tested, 0.043% active; also: potency is read from the fitted curve at half-maximal effect; % is scaled to controls: 0 for no effect and ±100 for the full control effect; nearly all actives have a fitted effect of over 60% in size
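Recombinant glycosomal PGK reaction used 1,3-bisphosphoglycerate generated in-well by GAPDH (100nM final) in 100mM TEA pH 7.6, 5mM MgCl2, 0.01% Tween-20. After 60 minutes at room temperature, ATP was read by Kinase-Glo Plus luminescence end-point.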
POLH inh: DNA polymerase eta (human) inhibition; Q9Y253; recombinant Pol eta, fluorescent DNA replication assay; Potency, µM (doses to about 114 µM), inactives show at the highest dose activity change, negative = inhibition, hits mostly inhibitors; 390,000 tested, 1.2% active; also: potency is read from the fitted curve at half-maximal effect; % is scaled to controls: 0 for no effect and ±100 for the full control effect
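Pol eta (10 nM) was preincubated with compounds for 15 min at room temperature, after which fluorescent replication substrate (50 nM final) was added to start the reaction. Fluorescence was read kinetically at 0 and 10 min.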
BLM inh: Bloom syndrome helicase (human) inhibition; P54132; recombinant BLM DNA unwinding, fluorescence dequenching; Potency, µM (top dose mostly 56.1 µM), inactives show top-dose activity change, negative = inhibition, most hits filed as inhibitors; 350,000 tested, 0.2% active;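 also: potency is read from the fitted curve at half-maximal effect; plate controls were vehicle for no effect and no enzyme for full effect; nearly all actives have a fitted effect of over 35% in size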
POLK inh: inhibitors of human DNA polymerase kappa. 400,000 tested, 0.53% active. AID 588579. purified Pol kappa, fluorescent DNA synthesis assay, 10 min. Potency, µM (doses to about 107 µM), inactives show at the top dose activity, negative = inhibition, hits mostly inhibitors. Q9UBT6; also: potency is read from the fitted curve at half-maximal effect; % is scaled to controls: 0 for no effect and ±100 for the full control effect
Target sequence (Q9UBT6 whole entry, looked up): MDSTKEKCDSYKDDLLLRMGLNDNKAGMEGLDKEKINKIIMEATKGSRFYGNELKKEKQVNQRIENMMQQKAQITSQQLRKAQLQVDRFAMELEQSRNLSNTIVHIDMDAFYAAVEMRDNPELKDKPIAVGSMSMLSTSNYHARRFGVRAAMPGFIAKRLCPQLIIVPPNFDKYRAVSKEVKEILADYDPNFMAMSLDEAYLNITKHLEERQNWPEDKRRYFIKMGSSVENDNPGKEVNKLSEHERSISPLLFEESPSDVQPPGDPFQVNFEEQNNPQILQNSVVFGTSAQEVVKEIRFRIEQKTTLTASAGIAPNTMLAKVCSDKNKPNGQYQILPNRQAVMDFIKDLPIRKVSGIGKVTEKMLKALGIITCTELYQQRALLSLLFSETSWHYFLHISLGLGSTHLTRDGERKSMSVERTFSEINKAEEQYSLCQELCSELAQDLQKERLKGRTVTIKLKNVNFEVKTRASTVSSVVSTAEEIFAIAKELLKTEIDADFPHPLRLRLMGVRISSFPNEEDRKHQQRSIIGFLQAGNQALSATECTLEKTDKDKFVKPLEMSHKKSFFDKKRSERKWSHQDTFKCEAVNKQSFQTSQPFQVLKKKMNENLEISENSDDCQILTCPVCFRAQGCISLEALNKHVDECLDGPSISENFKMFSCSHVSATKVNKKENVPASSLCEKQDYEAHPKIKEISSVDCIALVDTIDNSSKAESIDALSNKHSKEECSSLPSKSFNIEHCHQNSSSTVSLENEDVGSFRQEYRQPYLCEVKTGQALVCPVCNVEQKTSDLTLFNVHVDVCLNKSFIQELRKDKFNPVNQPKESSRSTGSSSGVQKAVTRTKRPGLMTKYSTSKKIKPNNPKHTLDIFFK
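Enzyme at 10 nM met test compounds for 15 min at room temperature. Substrate addition (50 nM final) began the reaction, which was monitored by fluorescence at 0 and 10 min.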
POLI inh: DNA polymerase iota (human) inhibition | Q9UNA4 | Pol iota fluorescent replication assay, 10 min | Potency, µM (top dose mostly 115 µM), for inactives: top-dose activity, negative = inhibition, most hits filed as inhibitors | 390,000 tested, 1% active; also: potency is read from the fitted curve at half-maximal effect
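Pol iota at 10 nM preincubated 15 min with compounds at room temperature; reaction started with fluorescent substrate, 50 nM final. Fluorescence read kinetically at 0 and 10 min; buffer-only wells as negative control.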
Pol beta inh: DNA polymerase beta (human) inhibition. P06746. Pol beta primer extension/strand displacement, fluorescence kinetic. Potency, µM (highest dose often 114 µM), inactives show at the top dose activity change, negative = inhibition, hits mostly inhibitors. 340,000 tested, 1.3% active; also: potency is read from the fitted curve at half-maximal effect; % is scaled to controls: 0 for no effect and ±100 for the full control effect
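Kinetic readout of DNA synthesis with strand displacement by Pol beta. Compound and 10 nM enzyme sit 15 min at room temperature; 50 nM substrate starts the reaction, read immediately and at 10 min.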
RXFP1 antag: antagonists of human relaxin receptor RXFP1 | Q9HBX9 | HEK293-RXFP1, relaxin-stimulated cAMP HTRF, 30 min; active compounds read low | activity change, negative = inhibition, % at 57.5 µM | 350,000 tested, 0.59% active | AID 1259400;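 active = activity change of -60% or lower, but not beyond a set lower limit; inconclusive = change between -60% and -40%, or beyond the set limit; inactive = change above -40%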; also: % is scaled to controls: 0 for no effect and ±100 for the full control effect
Active calls of the source: *; i = inactive; ? = inconclusive; / = no result given; [ ] = dose if it differs, or a comment. Unless noted, calls follow the shape of the dose curve; as a rule, active = well fitted curve in the direction sought with a large enough effect; inconclusive = small, poorly fitted or top-dose-only effect, or another doubt; inactive = no such curve, though single readings can be large; an effect the other way counts as inactive or inconclusive. The list is partial, so the mix of outcomes need not match the whole.

SMILES	Anesthetic bind	APE1 inh	Tb PGK inh	POLH inh	BLM inh	POLK inh	POLI inh	Pol beta inh	RXFP1 antag
O=C(Cc1ccccc1)NC(CSSCC(NC(=O)Cc1ccccc1)C(=O)O)C(=O)O (stereo not drawn)	/	/	-2%	-13%	/	0%	?	/	10
COc1ccc(Nc2ccc(S(=O)(=O)N3CCCCC3)cc2[N+](=O)[O-])cc1	-3%	-4%	-7%	1%	-4%	-9%	22%	-5%	-12
Cc1cc(-c2ccc(C)c(S(=O)(=O)NC(C)Cc3ccco3)c2)on1 (stereo not drawn)	64%[activator]	2%	0%	?	-7%	-16%	13%	-9%	-9
O=C(Cc1cccc(NC(=O)C2CCCN(C(=O)c3ccccc3)C2)c1)Nc1cccc(C(=O)N2CCOCC2)c1 (stereo not drawn)	/	/	-7%	-18%	/	-3%	37%[activator]	/	/
CC(C)(C)NC(=O)N1CCn2cccc2C1c1ccccc1F (stereo not drawn)	-5%	12%	i	-27%	-5%	-3%	58%[activator]	2%	-27
O=C(Nc1ccc2c(c1)OCO2)C(=O)c1c[nH]c2ccccc12	-10%	4%	0%	-4%	-3%	6%	15%	1%	3
CCOc1ccc(C(=O)Nc2cccc(C(C)=O)c2)cc1[N+](=O)[O-]	-4%	?	-7%	8%	-16%	-15%	-4%	?	?
S=c1[nH]nc(-c2cccc(Cl)c2)n1/N=C/c1ccco1	-12%	-1%	-5%	?	?	-22%	?	?	1
NC(=O)NC[C@@H]1CC[C@@H](Cc2ccc(-c3ccccc3)cc2)O1	/	30%	-4%	-8%	/	2%	7%	/	/
COc1ccc(C2/C(=C(/O)c3ccccc3)C(=O)C(=O)N2CCO)cc1 (stereo not drawn)	2%	4%	-5%	-3%	-1%	-19%	-6%	?	-4
CCOC(=O)c1nnn(-c2nc(N(C)C)nc(N(C)C)n2)c1C	-3%	-4%	-2%	-7%	-1%	8%	85%[activator]	9%	4
CCn1c(SCC(=O)Nc2ccc3c(c2)OCO3)nc2ccccc21	2%	9%	1%	-20%	-10%	-5%	0%	5%	-2
N#Cc1ccccc1NC(=O)C1CC(=O)N(c2ccc3c4c(cccc24)CC3)C1 (stereo not drawn)	-10%	-9%	-2%	-20%	-2%	-6%	90%[activator]	-10%	-4
CC1=CC(=C2C(=O)c3ccccc3C2=O)C=C(C)N1C	?	-7%	-2%	-17%	3%	-22%	110%[activator]	20%	-6
O=C(O)Cc1ccc(NS(=O)(=O)c2ccccc2Cl)cc1	-10%	2%	13%	2%	-2%	-6%	53%[activator]	-1%	3

Already shown: an excerpt of the list.
SMILES	Anesthetic bind	APE1 inh	Tb PGK inh	POLH inh	BLM inh	POLK inh	POLI inh	Pol beta inh	RXFP1 antag
NC(=O)NC[C@@H]1CC[C@@H](Cc2ccc(-c3ccccc3)cc2)O1	/	30%	-4%	-8%	/	2%	7%	/	/
COc1ccc(C2/C(=C(/O)c3ccccc3)C(=O)C(=O)N2CCO)cc1 (stereo not drawn)	2%	4%	-5%	-3%	-1%	-19%	-6%	?	-4
CCOC(=O)c1nnn(-c2nc(N(C)C)nc(N(C)C)n2)c1C	-3%	-4%	-2%	-7%	-1%	8%	85%[activator]	9%	4
CCn1c(SCC(=O)Nc2ccc3c(c2)OCO3)nc2ccccc21	2%	9%	1%	-20%	-10%	-5%	0%	5%	-2

(next part)
SMILES	Anesthetic bind	APE1 inh	Tb PGK inh	POLH inh	BLM inh	POLK inh	POLI inh	Pol beta inh	RXFP1 antag
CCN(C(=O)COC(=O)COc1ccccc1Cl)c1c(N)n(Cc2ccccc2)c(=O)[nH]c1=O	/	9%	i	-14%	/	-9%	25%	/	6
O=C1NN(C(=O)Nc2ccc(Br)cc2)C(c2ccccc2)C1c1ccccc1 (stereo not drawn)	-8%	-2%	/	/	-5%	7%[60.1 µM]	/	/	/
CC(=O)N=C1SC2CS(=O)(=O)CC2N1c1c(Cl)cccc1Cl (stereo not drawn)	-10%	2%	-1%	-13%	-1%	5%	3%	4%	-3
COc1cc(-c2nnc(SCC(=O)Nc3ccc4c(c3)OCCO4)o2)cc(OC)c1OC	-12%	13%	-3%	-10%	-3%	-3%	9%	32%	-3
Cc1ccc(C)c(S(=O)(=O)NCC(c2ccc(N(C)C)cc2)N2CCOCC2)c1 (stereo not drawn)	-5%	/	-1%	-1%	0%	-4%[60.1 µM]	?	-2%	-22
CC1(CCc2ccc3c(c2)OCO3)NCCc2c1[nH]c1ccccc21 (stereo not drawn)	-12%	25%	/	-17%	-10%	9%	-24%	9%	-3
O=c1[nH]ncc(N2CCCCCC2)c1Cl	-13%	-1%	-6%	-25%	-2%	1%	-2%	?	8
COc1ccc(CCN2C(=O)C3C4C=CC(C5CC45)C3C2=O)cc1OC (stereo not drawn)	-6%	7%	-6%	-16%	2%	-15%	126%[activator]	5%	-4
Cc1ccc(NC(=O)c2ccc(CNS(=O)(=O)c3cccc(C(F)(F)F)c3)cc2)cc1	-1%	-1%	i	?	-10%	-5%	14%	?	1
Cc1cccc(C)c1NC(=O)CN(C)C(=O)c1ccc2nc[nH]c2c1	/	-19%	-11%	?	/	?	22µM*	/	-3
COc1cc(Br)cc2cc(C(=O)N3CCN(c4ccccn4)CC3)c(=O)oc12	-15%	-1%	-9%	-14%	4%	-4%	3%	-2%	-1
COc1ccccc1/C=C/C(=O)Nc1cccc(C(C)=O)c1	-22%	2%	-6%	-3%	-1%	1%	-28%	-3%	-9
CCOc1ccc(CCNC(=O)COC(=O)c2ccc(Cl)nc2)cc1OCC	/	13%	i	-7%	/	0%	?	/	2
CCN(C(=O)Cc1c(C(=O)O)n(CC)c2ccccc12)c1ccccc1C	1%	2%	/	-3%	1%	-3%	9%	36%	-2
O=[N+]([O-])c1cccc(C(=NCc2ccccc2)NO)c1	-3%	2%	-8%	-12%	1%	-36%	-24%	2%	7
O=C(NCc1ccccc1Cl)c1cc2c(s1)-c1ccccc1SC2	69%[activator]	/	/	/	-10%	-14%	9%	30%[activator]	-7
CCc1nn(CC(=O)N2CCN(c3ccc(OC)cc3)CC2)c(=O)c2cc3sccc3n12	-3%	/	i	-7%	-4%	-28%	-4%	-1%	-4
CC(=O)c1cc(C(=O)N2CCCC(C(=O)c3ccc(Cl)cc3)C2)cs1 (stereo not drawn)	-12%	34%	0%	-12%	-3%	-16%	21%	0%	-2
CCOc1ccc(/C=C(\C(=O)O)c2ccc(S(=O)(=O)N3CCOCC3)s2)cc1OC	5%	-7%	3%	-4%	-20%	-16%	91%[activator]	?	-2
COc1ccc(-c2c(C)c3ccc(O)c(CN4CCN(CCO)CC4)c3oc2=O)cc1OC	267%[activator]	/	1%	1%	2%	-4%[60.1 µM]	-2%	15%	2
CC(C)CCNC(=O)C1CCN(C(=O)c2cc3sccc3n2Cc2ccc(Cl)cc2)CC1	73%[activator]	/	-5%	-17%	-3%	7%	9%	-14%	-19
COc1ccc(CC(=O)Nc2cc(=O)n(C)c(=O)n2C)cc1	-7%	-1%	-3%	-14%	-3%	-14%	25%	12%	/
CC(C)CC(=O)NC(NC(=S)Nc1ccccc1)C(Cl)(Cl)Cl (stereo not drawn)	-4%	-3%	i	2%	-7%	-5%	-11%	0%	-7
CCOc1ccc(/C=C(/NC(=O)c2ccccc2Cl)C(=O)O)cc1	-6%	0%	4%	13%	-1%	-1%	69%[activator]	29%	-8
C=CCn1c(SCC(=O)NCc2cccs2)nnc1C1CCCCC1	-18%	7%	-5%	-4%	1%	-15%	-8%	11%	3
O=C(CSc1ncn[nH]1)Nc1ccnc2ccccc12	-11%	-5%	-1%	-20%	11%	-11%	8%	-2%	/
CCCCOc1ccc(S(=O)(=O)N2CCN(C)CC2)cc1	/	/	-6%	1%	/	-10%	17%[58.9 µM]	/	0
COC(=O)CSc1ccc2c(N)c(C(=O)OC)sc2c1	2%	-5%	-4%	-15%	-8%	1%	11%	10%	-4
CC1Sc2ccc(S(=O)(=O)CCC(=O)Nc3cc(F)ccc3F)cc2NC1=O (stereo not drawn)	6%	11%	4%	-18%	1%	-2%	2%	17%	13
CC(=O)c1cccc(NC(=O)c2ccc(S(=O)(=O)N3CCCC3)cc2)c1	-10%	25%	-2%	-10%	2%	-12%	13%	0%	-18
CCC(C)NC(=O)COc1ccc(Br)c(C)c1 (stereo not drawn)	-9%	7%	-5%	-18%	0%	-2%	4%	32%	-6
COCCCn1c(=O)c2sccc2n(Cc2cccc(F)c2)c1=O	-16%	38%[activator]	-3%	-1%	0%	-9%	24%	21%	3
Clc1ccccc1-c1nnc(-c2ccccc2CNc2ccc(Br)cc2)o1	0%	/	-8%	-24%	-2%	1%	6%	-7%	-9

A second format for some results above.
| Structure | Anesthetic bind | APE1 inh | Tb PGK inh | POLH inh | BLM inh | POLK inh | POLI inh | Pol beta inh | RXFP1 antag |
| --- | --- | --- | --- | --- | --- | --- | --- | --- | --- |
| CCOc1ccc(/C=C(\C(=O)O)c2ccc(S(=O)(=O)N3CCOCC3)s2)cc1OC | 5% | -7% | 3% | -4% | -20% | -16% | 91%[activator] | ? | -2 |
| COC(=O)CSc1ccc2c(N)c(C(=O)OC)sc2c1 | 2% | -5% | -4% | -15% | -8% | 1% | 11% | 10% | -4 |
| CC1Sc2ccc(S(=O)(=O)CCC(=O)Nc3cc(F)ccc3F)cc2NC1=O (stereo not drawn) | 6% | 11% | 4% | -18% | 1% | -2% | 2% | 17% | 13 |
| CCc1nn(CC(=O)N2CCN(c3ccc(OC)cc3)CC2)c(=O)c2cc3sccc3n12 | -3% | / | i | -7% | -4% | -28% | -4% | -1% | -4 |
| O=C(CSc1ncn[nH]1)Nc1ccnc2ccccc12 | -11% | -5% | -1% | -20% | 11% | -11% | 8% | -2% | / |

Compound activity (PubChem BioAssay)
